From PubChem BioAssay
AID inhibitor: blocks human AID cytidine deaminase activity; AID deamination FRET fluorescence, UDG-coupled, 4 h; Potency, µM (titrated, usually from 115 µM), for the others: at the top dose activity change, negative = inhibition, hits mostly inhibitors; 91,000 tested, 0.32% active; note: nearly all actives have a fitted effect of over 25% in size
Target sequence (Q9GZX7 whole entry, looked up): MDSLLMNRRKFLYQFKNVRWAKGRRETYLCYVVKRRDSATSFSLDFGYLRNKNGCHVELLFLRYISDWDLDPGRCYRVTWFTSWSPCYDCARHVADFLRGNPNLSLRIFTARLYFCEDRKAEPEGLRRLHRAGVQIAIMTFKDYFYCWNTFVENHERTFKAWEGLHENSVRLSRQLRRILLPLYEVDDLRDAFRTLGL
UDG counter: counter-screen for AID inhibitors: uracil-DNA glycosylase inhibition. FRET deamination/UDG coupled assay, UDG read, 4 h. Potency, µM (doses to about 115 µM), for inactives: at the highest dose activity change, negative = inhibition, usual class: inhibitors. 91,000 tested, 0.14% active. AID 1347430; note: nearly all actives have a fitted effect of over 65% in size
The depositor's hits bear a star; ? = inconclusive; [ ] = dose if it differs, or a comment. Calls come from the whole dose curve; as a rule, active = well fitted curve in the direction sought with a large enough effect; inconclusive = small, poorly fitted or top-dose-only effect, or another doubt; inactive = no such curve, though single readings can be large; an effect the other way counts as inactive or inconclusive. % is set by controls: 0 for no effect and ±100 for the full control effect; potency is the fitted concentration of half-maximal effect. Only part of the results is shown; the hit share may differ from the screen's.

SMILES	AID inhibitor	UDG counter
O=C(Nc1ccc(I)cc1C(F)(F)F)c1cc(Cl)ccc1Cl	5%	2%
CCOc1cccc2sc(N3CCN(C(=O)C(C)(C)C)CC3)nc12	-6%	-1%
CCC1CCc2nc3sc(C(=O)Nc4cccc(F)c4)c(N)c3cc2C1 (stereo not drawn)	5%	13%
COc1ccc(N(C)C(=O)c2cc3ccccc3oc2=O)cc1OC	-3%	-5%
CCCCOc1ccc(C2=NC(c3cccs3)=Nc3ccc(CC)cc3N2)cc1	-2%	?
O=C(Cc1ccccc1)c1ccccc1NC(=O)C(c1ccccc1)c1ccccc1	-12%	-7%
CCCCCCCC(=O)Oc1ccc(C(=O)O)cc1	-11%	-4%
N#CCCN(C(=O)Cn1nc(C(=O)O)c2ccccc2c1=O)c1ccccc1F	-9%	36%[activator]
Clc1cccc(Cl)c1CNc1n[nH]c(-c2ccco2)n1	7%	3%
COc1ccccc1N1CCN(c2ccc(=O)n(CC(=O)Nc3cc(F)ccc3C)n2)CC1	7%	17%
COc1ccc(S(=O)(=O)c2c(SC)nn(Cc3ccccc3C)c2NC(C)=O)cc1	-14%	20%
O=C(Nc1ccccc1Br)C1CCCN(S(=O)(=O)c2cccc3nsnc23)C1 (stereo not drawn)	8%	-11%
CCCC(=O)Nc1ccc(CNCc2ccc(C)cc2C)cc1	1%	-2%
COc1ccc(OC)c(C2NC(=O)NC(C)=C2C(=O)Nc2ccc(F)cc2)c1 (stereo not drawn)	-10%	-1%
COc1cc(CN2CCN(S(=O)(=O)c3ccc(NC(C)=O)cc3)CC2)cc(OC)c1OC	25%	5%
COc1cc(C(=O)NCc2ccc3c(c2)CCN3C(=O)c2ccc(Cl)cc2)cc(OC)c1OC	10%	8%
CC(=O)c1cccc(NC(=O)CCS(=O)(=O)c2ccc3c(c2)n(C)c(=O)c(=O)n3C)c1	14%	-5%
CC(C)NC(=O)c1ccc(Cl)cc1-n1cnnn1	8%	-12%
Clc1ccc(CSc2nccn2C2CC2)c2ncccc12	-7%	-1%
Cc1ccc2nc(-c3ccc(NC(=O)COc4ccccc4C(C)(C)C)cc3)sc2c1	13%	59%[activator]
COc1ccc(C(=O)/C=C/c2ccc(C)cc2)cc1OC	-18%	-8%
CCCN(CCC)C(=O)Cn1c(=O)n(CCCCCC(=O)Nc2ccccc2)c(=O)c2sccc21	?	-5%
Cc1cc(C(=O)Nc2c(C(C)C)cccc2C(C)C)cs1	1%	-10%
CCOC(=O)c1cccc(NC(=O)c2cc3c(=O)n(Cc4cccnc4)ccc3nc2C)c1	-17%	8%
Cc1ccc(NC(=O)c2cc(-c3cccs3)nc3ccccc23)c(C)c1	6%	?
O=C(NCCc1cccc2cccnc12)NC1CCN(CC2CCCC2)CC1	-20%	-6%
Fc1ccc(CSc2nnc(-c3ccncc3)o2)cc1	-8%	-6%
CCOC(=O)c1ccc(NS(=O)(=O)c2cc(-c3onc(C)c3C)ccc2C)cc1	11%	3%
CCOc1ccc(CCNC(=O)Cn2ncc3c(=O)oc4ccc(C)cc4c32)cc1	-4%	16%
O=C(O)c1cccc(CS(=O)(=O)c2ccccc2)c1	-4%	3%

Profiles, looked up by structure. Order of values: AID inhibitor	UDG counter
Cc1cc(C(=O)Nc2c(C(C)C)cccc2C(C)C)cs1 is entered as 1%	-10%
O=C(O)c1cccc(CS(=O)(=O)c2ccccc2)c1 is entered as -4%	3%
Cc1ccc(NC(=O)c2cc(-c3cccs3)nc3ccccc23)c(C)c1 is entered as 6%	?
COc1ccc(C(=O)/C=C/c2ccc(C)cc2)cc1OC is entered as -18%	-8%

The listing continues:
SMILES	AID inhibitor	UDG counter
CCC(=O)C1=C(c2cccc(OC)c2)N(C(=O)CC)n2c(nnc2C2CCCCC2)S1	33%[activator]	3%
CCN(CC)C(CNC(=O)Nc1ccc(C(=O)N2CCCCCC2)cc1)c1ccsc1 (stereo not drawn)	-13%	-3%
Cc1nc(N2CCCC2)c2c(C(=O)Nc3ccc(C)c(Cl)c3)c(C)oc2n1	-4%	0%
CCNS(=O)(=O)c1ccc(NC(=O)CSc2nc(-c3ccco3)cc(C(F)(F)F)n2)cc1	5%	0%
O=C1CSc2ccc(C(=O)Nc3ccccc3O)cc2N1	-7%	4%
COc1ccc(-c2cc(C(F)(F)F)n3nc(C(=O)Nc4ccccc4SC)cc3n2)cc1OC	-10%	-10%
COc1ccc(C(NC(=O)CNc2ccccc2C(N)=O)C2CC2)cc1 (stereo not drawn)	3%	8%
CC(C)(C)C1CCC(=NNC(=S)NC2CCCCC2)CC1 (stereo not drawn)	0%	3%
CCOC(=O)C1CCN([C@H]2CS(=O)(=O)C[C@@H]2S(=O)(=O)c2ccc(OCC)cc2)CC1	-3%	7%
CC(=O)Nc1ccc(C)cc1-c1nc2ccccc2n(CC(=O)c2ccc(C)c(C)c2)c1=O	12%	0%

Compounds from the list above with two or more sulfur atoms (4):
SMILES	AID inhibitor	UDG counter
COc1ccc(S(=O)(=O)c2c(SC)nn(Cc3ccccc3C)c2NC(C)=O)cc1	-14%	20%
O=C(Nc1ccccc1Br)C1CCCN(S(=O)(=O)c2cccc3nsnc23)C1 (stereo not drawn)	8%	-11%
CCNS(=O)(=O)c1ccc(NC(=O)CSc2nc(-c3ccco3)cc(C(F)(F)F)n2)cc1	5%	0%
CCOC(=O)C1CCN([C@H]2CS(=O)(=O)C[C@@H]2S(=O)(=O)c2ccc(OCC)cc2)CC1	-3%	7%

The listing continues.
SMILES	AID inhibitor	UDG counter
Cc1cccc(N(C)S(=O)(=O)c2cc3c(cc2Cl)NC(=O)CO3)c1	-9%	-6%
CCOC(=O)Cn1c(=O)oc2cc(S(=O)(=O)N3CCC(C(=O)OCC)CC3)ccc21	8%	3%
CC(=O)c1ccc(NC(=O)c2ccc3c(c2)N(Cc2cccc(Cl)c2)C(=O)c2ccccc2S3(=O)=O)cc1	-8%	0%
CC(=O)Nc1ccc(S(=O)(=O)[C@H]2CS(=O)(=O)C[C@@H]2N2CCCCC2)cc1	11%	5%
Cc1ccccc1NC(=O)c1c(NC(=O)COCC(=O)O)sc2c1CCCCC2	11%	6%
COC(=O)C1=C(C)N(C2CC2)C(=S)NC1c1cccs1 (stereo not drawn)	-3%	0%
Cn1ccccc1=S	8%	1%
O/N=C1\CCCc2c1nc(-c1ccccc1Cl)n2O	1%	5%
Cc1cc(C)cc(N(C)CC(=O)NC(N)=O)c1	10%	4%
CCCC1=Nc2cc(C(=O)NCCc3ccccc3)ccc2Sc2ccc(C)cc21	-29%	-16%

Filtered by structure, the entries above with a furan ring, fused or not.
SMILES	AID inhibitor	UDG counter
Clc1cccc(Cl)c1CNc1n[nH]c(-c2ccco2)n1	7%	3%
Cc1nc(N2CCCC2)c2c(C(=O)Nc3ccc(C)c(Cl)c3)c(C)oc2n1	-4%	0%
CCNS(=O)(=O)c1ccc(NC(=O)CSc2nc(-c3ccco3)cc(C(F)(F)F)n2)cc1	5%	0%

More compounds follow:
SMILES	AID inhibitor	UDG counter
COc1ccc(NC(=O)Cn2c(SCc3cccc(Cl)c3)nc3ccncc32)c(OC)c1OC	-18%	-18%
Cc1ccc(C(=O)c2cn(Cc3ccccc3F)c3cc4c(cc3c2=O)OCCO4)cc1	?	-12%
Cc1ccc(-n2ncc3c(Nc4cccc(C(=O)O)c4)ncnc32)cc1	-16%	-4%
Cc1ccc(S(=O)(=O)N2CCc3cc(C(=O)Nc4ccc(C(F)(F)F)cc4)ccc32)cc1	?	-4%
CCCCC(=O)Nc1nnc(SCc2cc(=O)n3cc(C)ccc3n2)s1	3%	10%
CO/N=C(/c1ccc(OC)cc1)c1ccc(OCC(C)C)cc1	-8%	-3%
O=C(COC(=O)Cc1ccc(F)cc1)NCc1ccc(Cl)cc1	-1%	2%
CC1CCN(C(=O)Cn2c(-c3cccs3)cc3cc(Cl)ccc32)CC1	-9%	-3%
CCOc1ccc(-n2c(=O)c3c4c(sc3n(CC(=O)Nc3cccc(C(F)(F)F)c3)c2=O)CCCCC4)cc1	6%	-4%
CCOC(=O)C1=C(CN2CCN(c3cccc(OC)c3)CC2)NC(=O)NC1c1ccc(OC)cc1 (stereo not drawn)	-6%	-7%
CN1C(=O)Cc2cc(S(=O)(=O)N3CCN(c4ccc(Cl)cc4)CC3)ccc21	52%[activator]	?
COc1ccc(NC(=O)c2cc3c(=O)n(Cc4cccs4)ccc3nc2C)cc1	?	4%
CCN(CC)C(=O)Cn1c(=O)cc(C)c2c(C)nn(-c3ccc(C)cc3)c21	-29%	-10%
O=C(CN1C(=O)COc2ccc(S(=O)(=O)N3CCCC3)cc21)N1CCN(c2ccccc2)CC1	5%	0%
COc1ccc(CCNC(=O)CCn2c(=O)c3ccccc3n(CC(=O)Nc3ccccc3F)c2=O)cc1OC	8%	-7%
COc1cccc(N2CCN(C(=O)c3cccc(-n4c(C)nc5cccnc54)c3)CC2)c1	0%	?
CNC(=O)C1CCN(CCc2ccncc2)CC1	1%	-1%
COc1ccc(-c2noc(CCC(=O)Nc3ccc(C)cn3)n2)cc1OC	-1%	-6%
CCCCOc1ccccc1C(=O)Nc1nonc1-c1ccccc1	-27%	-9%
O=C(CSc1nc2c([nH]c3ccccc32)c(=O)n1-c1ccccc1F)Nc1ccccc1C(F)(F)F	-1%	4%
CCCCCn1nc(C(=O)Oc2ccc(C(=O)CC)cc2)c2ccccc2c1=O	-9%	1%
COc1cccc(CNC(=O)C2CCN(c3nc4ccccc4o3)CC2)c1	-6%	-3%
CCCN(C(=O)Cn1cnc2onc(-c3ccc(F)cc3)c2c1=O)c1cccc(Cl)c1	4%	0%
CC(C)(C)OC(=O)COC(=O)c1ccc2c(c1)NC(=O)CS2	5%	-2%
COc1ccc(CNC(=O)C(=O)Nc2ccc(OC)cc2OC)cc1	-8%[57.5 µM]	10%[57.5 µM]
CC(C)(C)c1ccc(C(=O)N/N=C/CCc2ccccc2)cc1	15%	-3%
CCOc1ccc(Nc2nc3c(S(=O)(=O)c4ccc(CC)cc4)nnn3c3ccsc23)cc1	-9%	-2%
Cc1ccc(-c2noc(-c3ccc(NCC4CCCO4)c([N+](=O)[O-])c3)n2)cc1 (stereo not drawn)	-7%	?
CC(C)CCNC(=S)Nc1ccccc1	3%	2%
Cc1ccccc1C(=O)Nc1nnc2n1CCS2	39%	4%
N#CC(C#N)=C(/C=C/c1ccc(OC(F)F)cc1)C1CC1	-17%	-1%
COc1ccc(CNC(=O)c2ccc3c(c2)nc2n3CCCCC2)c(OC)c1	2%	?
Cc1ccc2[nH]c3c(=O)n(CC(=O)NC(C)C)ncc3c2c1	-19%	0%
CCOCCSc1nc2c(c(=O)[nH]c(=O)n2C)n1Cc1ccccc1	2%	7%
COc1ccc2oc(=O)c(C(=O)Nc3ccccc3Cl)cc2c1	6%	-6%
CCc1ccc(S(=O)(=O)Nc2cccc(S(=O)(=O)N(CC)CC)c2)cc1	3%	2%
COc1cccc(/C=C/c2nc3ccccc3o2)c1OC(C)C	-5%	-7%
O=C(NCc1ccc2c(c1)OCO2)c1ccc(-c2csc(C3CC3)n2)cc1	-12%	-8%
CCn1nc(C(=O)Nc2ccc3c(c2)OCCO3)c2ccccc2c1=O	-7%	-1%
CCCN(CCC)c1nc(N)nc(Cl)n1	1%	3%
CCOc1ccc(/C=C/c2nc(C#N)c(N3CCN(C(=O)c4ccco4)CC3)o2)cc1	-19%	?
COc1ccc(C(=O)Oc2c(Sc3ccc(C)cc3)c(C)nn2C(C)(C)C)cc1OC	8%	?
CN(C)C(=O)C(c1ccccc1)N(C)Cc1ccc2c(c1)OCO2 (stereo not drawn)	-7%	-8%
CCCn1nc(C(=O)NCCN2CCOCC2)c2ccccc2c1=O	5%	1%
CCOC(=O)C(N)c1cccc(OCc2ccccc2)c1 (stereo not drawn)	-7%	-15%
Cc1ccsc1-c1nc(-c2ccc3c(c2)CCO3)cs1	-13%	-8%
CCC(CC)C(=O)OCc1cc(=O)n2nc(C3CCCCC3)sc2n1	18%	61%[activator]
CC(C)Oc1ccc(CNC(=O)C2CCN(C(=O)N3CC(C)Oc4ccccc43)CC2)cc1 (stereo not drawn)	?	0%
COc1ccccc1-n1c(SCC(N)=O)nc2c(c1=O)C1(CCCCC1)Cc1ccccc1-2	-28%	-11%
Cc1cccc2c1OC(=O)CC2c1ccccc1 (stereo not drawn)	-5%	-1%
Going on with the list:
SMILES	AID inhibitor	UDG counter
CC(OC(=O)c1cc[n+]([O-])cc1)C(=O)Nc1cccc2ccccc12 (stereo not drawn)	2%	0%
Cc1c(Cl)cccc1NC(=O)CN1CCC2(CC1)OCCO2	6%	1%
O=C(Nc1cc(-n2cnnn2)ccc1Cl)c1ccncc1	8%	6%
COc1ccc(C(=O)NCCn2cc(SCC(=O)Nc3ccc(C)cc3)c3ccccc32)cc1	?	-11%
O=C(CN1C(=O)C2(SCC(=O)N2c2ccc(F)c(F)c2)c2ccccc21)NCCc1ccccc1 (stereo not drawn)	-3%	11%
